# RECQ1 helicase = inhibitors of human RECQ1 DNA helicase; 0.54% of 240,000 active; Potency, µM (titrated, usually from 57.3 µM), inactives show at the highest dose activity, negative = inhibition, actives largely listed as inhibitors; RECQ1 DNA unwinding, red fluorescence kinetic read; P46063;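 further: plate controls were vehicle for no effect and no enzyme for full effect; nearly all actives have a fitted effect of over 30% in size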
# Target sequence (P46063 whole entry, looked up): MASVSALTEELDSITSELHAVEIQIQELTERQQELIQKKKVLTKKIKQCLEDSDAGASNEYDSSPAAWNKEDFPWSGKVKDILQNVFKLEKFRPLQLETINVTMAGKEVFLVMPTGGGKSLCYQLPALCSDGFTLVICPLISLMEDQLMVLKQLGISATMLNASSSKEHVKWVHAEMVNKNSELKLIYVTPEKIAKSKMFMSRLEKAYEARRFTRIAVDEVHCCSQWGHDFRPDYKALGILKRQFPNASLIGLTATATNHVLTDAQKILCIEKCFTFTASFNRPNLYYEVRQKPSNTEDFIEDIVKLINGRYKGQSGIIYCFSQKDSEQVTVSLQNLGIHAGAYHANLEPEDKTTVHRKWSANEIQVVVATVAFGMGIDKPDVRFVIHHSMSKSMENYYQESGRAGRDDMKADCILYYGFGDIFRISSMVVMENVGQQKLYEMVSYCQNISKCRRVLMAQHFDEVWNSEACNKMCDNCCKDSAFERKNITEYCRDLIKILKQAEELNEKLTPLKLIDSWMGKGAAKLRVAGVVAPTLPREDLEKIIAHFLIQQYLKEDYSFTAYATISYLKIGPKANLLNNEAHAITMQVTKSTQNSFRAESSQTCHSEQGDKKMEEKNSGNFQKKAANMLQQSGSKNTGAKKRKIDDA
#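 50 nM RECQ1T1 preincubated 15 min with compound in Tris pH 8.0 buffer with MgCl2, DTT, Tween-20 and 2.5 ug/ml poly(dI-dC); started with 200 nM TAMRA/BHQ-2 forked duplex and 2 mM ATP. Unwinding read as fluorescence (525/598 nm), two reads 2 h apart.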
# GAA inhib = blocks human lysosomal alpha-glucosidase. P10253. purified human GAA, 4-MU-alpha-glucoside fluorescence. Potency, µM (highest dose often 76.9 µM), without a hit: at the top dose activity change, negative = inhibition, most hits filed as inhibitors. 0.005% of 200,000 active;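 further: plate controls were uninhibited enzyme wells for no effect and no-enzyme background for full effect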
#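 Read-out is 4-methylumbelliferone fluorescence (Ex 365/Em 440 nm) after NaOH/glycine stop at pH 10. Enzyme 4 nM, substrate 400 uM, pH 5.0 citrate buffer, 20 min room temperature; AC50 from Hill-equation concentration-response.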
# GAA glycogen = inhibitors or activators of human alpha-glucosidase glycogen cleavage. P10253. recombinant GAA, glycogen substrate, Amplex Red glucose oxidase fluorescence. AID 2100. 0.38% of 300,000 active. Potency, µM (highest dose often 76.4 µM), inactives show at the top dose activity change, negative = inhibition, most hits filed as inhibitors;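 further: 0% = full enzyme reaction and -100% = no-enzyme basal signal; the screen sought inhibitors and activators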
#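 qHTS, 1536-well; enzyme 4 nM final; cpd up to 77 uM; substrate bovine liver glycogen 30 ug; 50 mM citrate/phosphate pH 5.0, 0.01% Tween-20; 37 C, 40 min; Amplex Red detection 45 min RT; Hill fit → AC50.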
# GAA spleen mod = lysosomal alpha-glucosidase (human) modulation; P10253; human spleen homogenate, 4-MU-alpha-glucoside fluorescence; Potency, µM (highest dose often 79.9 µM), for inactives: at the highest dose activity change, negative = inhibition, most hits filed as inhibitors; 0.006% of 240,000 active;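 further: 0% = enzyme with vehicle and -100% = no enzyme basal signal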
#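 AC50 values come from Hill-equation fits of concentration-response data, normalized to no-enzyme and full-activity controls. Enzyme source: 1 ug human spleen homogenate; 1 mM fluorogenic 4-MU glucoside, pH 5.0 citrate buffer, 37 C, 40 min.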
# TRb-SRC2 inh = inhibitors of human thyroid hormone receptor beta-SRC2 interaction; Potency, µM (doses to about 106 µM), for inactives: top-dose activity change, negative = inhibition, hits mostly inhibitors; 0.065% of 280,000 active; TRbeta-SRC2 peptide binding, fluorescence polarization; receptor liganded with 1 µM T3;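 further: plate controls were bound peptide for no effect and peptide without receptor for full effect; nearly all actives have a fitted effect of over 50% in size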
#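 Assay buffer: 20 mM Tris-HCl, 100 mM NaCl, 10% glycerol, 1 mM EDTA, 0.01% NP-40, 1 mM DTT, 1 uM T3, 5% DMSO; TRb LBD 0.6 uM, Texas Red SRC2 20 nM; FP after 5 hr.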
# TexasRed fluor = Texas Red fluorescence interference in TRb-SRC2 counter-screen | Potency, µM (series often up to 106 µM), for inactives: at the top dose fluorescence change, negative = quenching | TRb/SRC2 Texas Red total fluorescence interference | 0.29% of 280,000 active; active means well fitted curve in either direction with a large enough effect; inconclusive means small, poorly fitted or top-dose-only effect
#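 Human TRβ ligand-binding domain (0.6 uM) and Texas Red SRC2 peptide (20 nM) in Tris buffer with 1 uM T3 and 5% DMSO were incubated with pinned compound for 5 hr at ambient temperature. Total fluorescence was computed as S + 2P (555/632 nm).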
# GoLoco inh red = inhibitors of human Gai1-RGS12 GoLoco interaction (red fluorophore); 0.44% of 230,000 active; P63096; Gai1:RGS12 GoLoco peptide FP, rhodamine, 10 min; Potency, µM (highest dose often 61.6 µM), inactives show at the highest dose activity, negative = inhibition, hits mostly inhibitors; AID 880; active means well fitted inhibition curve with a large enough effect, not every such curve was filed as active; inactive means no such curve, though single readings can be large or run the other way; further: nearly all actives have a fitted effect of over 30% in size; many of its hits are not listed in these tables
# Target sequence (P63096 whole entry, looked up): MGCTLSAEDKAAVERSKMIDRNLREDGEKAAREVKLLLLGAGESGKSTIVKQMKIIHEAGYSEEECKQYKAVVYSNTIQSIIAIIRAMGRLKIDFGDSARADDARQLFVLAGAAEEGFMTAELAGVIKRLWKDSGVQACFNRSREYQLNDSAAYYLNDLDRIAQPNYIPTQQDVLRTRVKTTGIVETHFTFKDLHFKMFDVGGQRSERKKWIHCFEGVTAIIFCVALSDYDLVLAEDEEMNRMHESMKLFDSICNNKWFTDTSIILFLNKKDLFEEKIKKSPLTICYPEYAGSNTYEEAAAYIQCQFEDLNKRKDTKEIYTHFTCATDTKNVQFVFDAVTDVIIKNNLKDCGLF
# L3MBTL1 block = inhibitors of human L3MBTL1; Q9Y468; AlphaScreen L3MBTL1–H3K9me1 peptide binding; Potency, µM (doses to about 57.1 µM), for the others: at the highest dose activity, negative = inhibition, usual class: inhibitors; 0.66% of 230,000 active; further: nearly all actives have a fitted effect of over 60% in size
#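 Displacement of a biotinylated histone H3(1-15) peptide monomethylated at Lys9 (75 nM) from L3MBTL1 (50 nM) was measured by AlphaScreen after a 30 min room-temperature compound incubation; cefsulodin titration served as intraplate control.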
# Starred values were filed as active, the others as inactive; i = inactive; ? = inconclusive; nt = not tested or not shown; & = joins results of further samples; [ ] = remark or other dose. Unless noted, the call rests on the fitted dose curve; in most records, active means well fitted curve in the direction sought with a large enough effect; inconclusive means small, poorly fitted or top-dose-only effect, or another doubt; inactive means no such curve, though single readings can be large; an effect the other way counts as inactive or inconclusive. Unless noted, on the % scale 0 is the no-effect control and ±100 the full control effect; potency means the concentration at half of the fitted maximal effect. Only part of the results is shown (hit frequency here may not be typical).
SMILES,RECQ1 helicase,GAA inhib,GAA glycogen,GAA spleen mod,TRb-SRC2 inh,TexasRed fluor,GoLoco inh red,L3MBTL1 block
O=C(O)c1ccc(CNC(=S)Nc2ccccc2)cc1,i,1%,-7%,-3%,10%,-1%,9%,4%
O=C(CCS(=O)(=O)c1cc(Br)cc2c1N(C(=O)C1CC1)CC2)NCc1ccco1,11%,-3%,-4%,-2%,11%,-2%,-1%,nt
CCN1C(=O)CS/C1=N\S(=O)(=O)c1ccc(Cl)cc1,2%,-1%,-7%,-5%,-2%,0%,13%,-8%
O=C1CC(SCCc2nc3ccccc3[nH]2)C(=O)N1c1ccc(Cl)cc1 (centres undefined),-4%,-11%,1%,6%,-2%,2%,3%,1%
Cc1c(/C=N/Nc2ccc(C(=O)O)cc2)c2ccccc2n1C,6%,nt,?,6%,-9%,-2%,10%,nt
C=CCn1c(SCCOc2ccc(OC)cc2)nnc1C(CO)NC(=O)c1ccc(OC)cc1 (centres undefined),-10%,-2%,-8%,-8%,-3%,-1%,13%,nt
S=c1[nH]nc(-c2cccs2)n1Cc1ccccc1,i,5%,?,-2%,0%,1%,1%,-2%
Cc1ccc(S(=O)(=O)N/N=C/c2cc(Br)ccc2O)cc1,i,-5%[15.4 µM],-6%,0%,-1%,-2%,5%,-3%
CCCCC1(CC(=O)OC)C(=O)N(c2ccccc2)N(c2ccccc2)C1=O,-13%,-20%,1%,0%,2%,-1%,0%,3%
Cc1c(C(=O)C(=O)NCCC2=CCCCC2)c2ccccc2n1C,4%,?,8%,-8%,1%,0%,1%,4%
OC[C@@H](O)C(O)[C@@H](O)CO (some centres undefined),-10%,nt,nt,0%,-4%,-1%,nt,nt
Cc1cccc(-n2ncc3c(N(CCO)CCO)ncnc32)c1,-5%,1%,-2%,-5%,0%,-5%,1%,-8%
OC(CNCC(c1ccc(Cl)cc1Cl)c1c[nH]c2ccccc12)c1ccccc1 (centres undefined),-12%,-11%,-8%,-8%,4%,-1%,5%,-8%
Clc1cccc(CSc2nnc(-c3c[nH]c4ccccc34)o2)c1,-23%,-1%,13%,-17%,-1%,-6%,-1%,nt
Cc1c(C(=O)Nc2cccc(C(F)(F)F)c2)oc2ccc(S(=O)(=O)N3CCOCC3)cc12,-7%,-8%,22%,1%,-16%,-2%,3%,3%
CC(C)c1cc(C(=O)Nc2cc(Cl)ccc2O)no1,i,-5%,-3%,-1%,4%,-1%,78%[activator],-7%
c1cncc(-c2nnc(-c3cccnc3)nn2)c1,-2%,4%,1%,2%,0%,0%,-6%,-5%
CCCCn1ccnc1C,10%,-5%,-8%,-3%,-8%,0%,8%,2%
Cc1ccc(NC(=O)CN2C(=O)NC(C)(c3ccc(Cl)cc3)C2=O)cc1S(=O)(=O)N1CCOCC1 (centres undefined),1%,1%,-9%,3%,-4%,-1%,-27%,0%
O=S(=O)(Nc1ccc(Oc2ncccn2)c(Cl)c1)c1ccc(Cl)cc1,-8%,?,-2%,-6%,-10%,1%,2%,nt
O=C(CN1C(=O)NC2(CCCC2)C1=O)NCCC1=CCCCC1,i,-7%,-4%,-7%,-1%,-1%,-3%,8%
Cc1cc(C)nc(NC(=O)C(C)N2C(=O)c3ccccc3C2=O)n1 (centres undefined),i,-1%,-2%,0%,5%,-7%,0%,1%
O=C(/C=C/c1ccc(S(=O)(=O)N2CCOCC2)cc1)N(CCO)Cc1ccccc1,-6%,0%,-10%,8%,0%,0%,2%,nt
CC(O)CC(C)O (centres undefined),-8%,nt,nt,5%,7%,-2%,-32%,7%
CCCCS(=O)(=O)Nc1ccc2c(c1)ncn2C1CCCCC1,i,-12%,6%,-10%,-15%,-2%,-6%,nt
CC(C)Oc1cccc(C(=O)Nc2ccc(Br)cc2F)c1,i,-7%,-3%,-5%,2%,-5%,3%,29%
Cc1nnc(SCC(=O)NCc2cccs2)[nH]c1=O,9%,3%,-11%,-1%,1%,2%,1%,0%
Cc1ccc(OC(=O)NC2CCS(=O)(=O)C2)cc1C (centres undefined),-16%,-7%,-4%,-5%,2%,-2%,6%,-5%
O=c1cc(CN2CCN(c3ccccc3O)CC2)nc2sccn12,-15%,0%,7.9µM*,3%,2%,-6%,0%,nt
Cc1ccc(NC(=O)C2CCCN(S(=O)(=O)c3c(C)noc3C)C2)cc1 (centres undefined),-2%,-8%,0%,-3%,-2%&2%,-1%&-2%,5%,nt
Cc1ccccc1Oc1ccccc1N,i,-1%,1%,nt,-3%,0%,-21%,-3%
Cc1cc(C)cc(-c2nnc(SCc3ccc(C(=O)O)cc3)o2)c1,i,-1%,-5%,-1%,-5%,-7%,13%,-1%
COC1CCN(C(=O)CC2C(=O)NCCN2CC(C)(C)C)CC1 (centres undefined),1%,5%,-9%,-1%,-2%,0%,-43%,-1%
Cc1cc(C(=O)N2CCC(C)CC2)on1,3%,nt,1%,3%,0%,-1%,2%,nt
CCC(=O)n1nc(-c2ccc(Cl)cc2)nc1SC,-3%,3%,0%,-1%,-3%,-7%,1%,-9%
COC(=O)c1cscc1NC(C)=O,-2%,0%,-7%,-8%,-1%,-5%,-4%,-3%
COc1ccc(/C=C/C(=O)Nc2cc(C)nn2-c2nc3ccccc3n2Cc2cccc([N+](=O)[O-])c2)cc1,-6%,7%,4%,5%,1%,-4%,24%,-2%
Cc1cccc(NS(=O)(=O)c2ccc3[nH]c(=O)cc(C(=O)OC(C)C(=O)Nc4ccc([N+](=O)[O-])cc4)c3c2)c1 (centres undefined),-15%,-3%,-16%,10%,-2%,-2%,11%,-20%
Cc1ccc(CC(=O)OCC(=O)NC2CCCC(C)C2C)cc1C (centres undefined),i,-6%,-2%,-3%,3%,3%,10%,1%
CCOC(=O)C1(CCCc2ccccc2)CCN(C(=O)C2CCCN(C(N)=O)C2)CC1 (centres undefined),0%,4%,-14%,-5%,10%,1%,5%,5%
CC(C)OC(=O)c1cccnc1SCC(=O)N(C)c1ccccc1,-6%,-4%,4%,-5%,-3%,3%,-7%,nt
Cc1nccc(-c2ccc(-n3cnc4ccccc43)cc2)n1,i,-2%,3%,7%,0%,-5%,4%,nt
Cc1ccccc1-c1nc2ccccc2[nH]1,-3%,7%,-2%,-1%,-1%,-4%,6%,-1%
CCCCn1c(CNC(=O)Cc2ccccc2)nc2ccccc21,-1%,0%,1%,-4%,-18%,-2%,-2%,9%
Clc1ccc(OC2CCN(Cc3nc(CC4CC4)no3)CC2)cc1,13%,-16%,2%,-1%,1%,-1%,5%,10%
CC(=O)N=c1sc2cc(C)ccc2n1C,4%,7%,4%,-3%,-2%,1%,9%,nt
CC(C)(O)[C@@H]1CCC[N+]2(C)CCCC[C@H]12 (some centres undefined),1%,nt,nt,-5%,0%,-1%,-6%,nt
S=C(Nc1ccccc1)N1CCN(C2CCCCC2)CC1,1%,-4%,4%,2%,-1%,-1%,7%,-7%
Cc1ccc(-c2nn3cnnc3c3ccccc23)cc1,-16%,3%,0%,-4%,-1%,-4%,-4%,-2%
CCOc1ccc2nc(NC3=NC(c4ccc(OC)cc4)CC(=O)N3)nc(C)c2c1 (centres undefined),-39%,1%,4%,1%,nt,nt,52%[activator],-27%
Cc1nn(CC(=O)Nc2c(C)n(C)n(-c3ccccc3)c2=O)c(C)c1[N+](=O)[O-],-10%,-7%,-8%,2%,3%,-2%,1%,4%
Cc1ccc(CSCCNC(=O)CSc2ccccc2)cc1,-5%,-3%,4%,1%,-7%,0%,1%,8%
Cc1ccc(CCNC(=O)C2CCN(S(=O)(=O)N3CCCC3)CC2)cc1,-4%,-9%,4%,2%,-4%,-4%,2%,-4%
CCn1cc(C2=NC(c3ccccc3)CO2)c2ccccc21 (centres undefined),0%,-9%,4%,3%,-2%,-2%,-2%,7%
COc1ccccc1N/C(=N/S(=O)(=O)c1ccc(Cl)cc1)c1ccccc1,-4%,?,-1%,-18%,1%,-5%,6%,6%
COc1ccc(-c2nnc(SCC(=O)Nc3ccc4c(c3)OCCO4)n2N)cc1OC,5%,-3%,-12%,-6%,7%,2%,-16%,7%
O=C(Cn1nc(C(=O)O)c2ccccc2c1=O)Nc1nc(-c2ccccc2)cs1,i,nt,2%,-7%,4%,-1%,3%,1%
CCOc1ccc(NC(=O)CN2CCN(CC(=O)Nc3ccc(C(=O)OC)cc3)CC2)cc1,0%,0%,0%,14%,-23%,-1%,5%,3%
CCCCCCCCC1CO1 (centres undefined),-1%,nt,nt,-10%,-2%,1%,-18%,nt
Cc1cc(Nc2cccc(C)c2C)n2ncnc2n1,-6%,8%,5%,12%,-3%,0%,8%,1%
O=C(c1cc2ccccn2n1)N1CCN(c2cccc(C(F)(F)F)c2)CC1,-8%,-10%,1%,-1%,-3%,-2%,nt,-1%
CCCCNC(=O)C1CCN(S(=O)(=O)N2CCOCC2)CC1,i,9%,1%,-26%,-4%,-2%,1%,nt
COc1ccccc1NC(=O)COC(=O)C1CC2C=CC1C2 (centres undefined),8%,-4%,-1%,-2%,4%,-1%,-4%,nt

# A different layout for some results above:
COc1ccc(-c2nnc(SCC(=O)Nc3ccc4c(c3)OCCO4)n2N)cc1OC
  RECQ1 helicase = 5%
  GAA inhib = -3%
  GAA glycogen = -12%
  GAA spleen mod = -6%
  TRb-SRC2 inh = 7%
  TexasRed fluor = 2%
  GoLoco inh red = -16%
  L3MBTL1 block = 7%
O=C(Cn1nc(C(=O)O)c2ccccc2c1=O)Nc1nc(-c2ccccc2)cs1
  RECQ1 helicase = i
  GAA inhib = nt
  GAA glycogen = 2%
  GAA spleen mod = -7%
  TRb-SRC2 inh = 4%
  TexasRed fluor = -1%
  GoLoco inh red = 3%
  L3MBTL1 block = 1%
